GLS inh – qHTS for Inhibitors of Glutaminase (GLS) | Glutaminase kidney isoform, mitochondrial (Homo sapiens), O94925 | GLS enzymatic activity, qHTS titration | Potency, µM (doses to about 45.5 µM), for inactives: top-dose activity change, negative = inhibition, most hits filed as inhibitors | hit rate 0.21% among 410,000 | AID 624170, 2012; note: % is set by controls: 0 for no effect and ±100 for the full control effect
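Human kidney-isoform GLS in 45 mM KH2PO4 pH 8.2, 0.02% Tween-20, with compound, started with 1mM L-Glutamine (added stock). Glutamate oxidase/HRP/Amplex red coupled fluorescence read at start and after 30 min at RT.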
RGS4 inh – Inhibitors of Regulator of G Protein Signaling (RGS) 4: qHTS; AID 504845, 2011; Potency, µM (top dose mostly 114 µM), without a hit: at the highest dose activity change, negative = inhibition, usual class: inhibitors; hit rate 0.039% among 390,000; Transcreener GDP fluorescence polarization, RGS4-accelerated GTP hydrolysis; note: % is set by controls: 0 for no effect and ±100 for the full control effect; nearly all actives have a fitted effect of over 75% in size; some results filed as inactive show a strong effect at the top dose
Target sequence (P49798 whole entry, looked up): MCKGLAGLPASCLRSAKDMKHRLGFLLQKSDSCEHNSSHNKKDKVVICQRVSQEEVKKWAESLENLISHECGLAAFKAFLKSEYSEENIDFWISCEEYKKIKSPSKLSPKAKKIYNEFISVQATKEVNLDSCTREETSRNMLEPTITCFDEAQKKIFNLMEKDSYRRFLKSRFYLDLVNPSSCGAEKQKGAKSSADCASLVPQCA
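MLSMR compounds (23 nl, pin-transferred) preincubated 10 min at room temperature with a 500nM (2x) first reagent, then RGS4 at 900nM (2x) plus Transcreener GDP mix added; fluorescence polarization (620/688 nm) read before and after 90 min at 30 °C.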
HP1b binding inh – HTS for Inhibitors of HP1-beta Chromodomain Interactions with Methylated Histone Tails; hit rate 0.56% among 390,000; AID 540317, 2011; Chromobox protein homolog 1 (Homo sapiens), P83916; AlphaScreen HP1-beta / biotin-H3K9me3 peptide binding; Potency, µM (top dose mostly 114 µM), inactives show at the highest dose activity change, negative = inhibition, most hits filed as inhibitors; note: nearly all actives have a fitted effect of over 70% in size; inactives centre near 23
Target sequence (P83916 whole entry, looked up): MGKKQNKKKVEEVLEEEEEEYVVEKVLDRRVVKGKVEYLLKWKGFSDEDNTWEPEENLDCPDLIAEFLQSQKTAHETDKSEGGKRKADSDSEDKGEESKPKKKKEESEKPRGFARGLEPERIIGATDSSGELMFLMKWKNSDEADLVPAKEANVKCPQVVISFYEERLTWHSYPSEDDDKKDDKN
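AlphaScreen: HP1-beta (50 nM) preformed 30 min with biotin-H3(1-18)K9me3 peptide (50 nM) in PBS pH 7.4, 0.01% Tween-20. Compound added for 30 min at RT, then streptavidin donor/nickel chelate acceptor beads (10 ug/mL) for 30 min.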
ALOX12 inh – Primary qHTS assay for inhibitors of human arachidonate 12S-lipoxygenase (ALOX12): Round 2. AID 1671190, 2021. Polyunsaturated fatty acid lipoxygenase ALOX12 (Homo sapiens), P18054. hit rate 1.1% among 580,000. Potency, µM (top dose mostly 108 µM), inactives show top-dose activity change, negative = inhibition, usual class: inhibitors. purified 12hLO, xylenol orange hydroperoxide absorbance; note: % is set by controls: 0 for no effect and ±100 for the full control effect
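Purified human 12hLO at 150 nM in 25 mM Hepes, 0.01% Triton X-100, pH 7.0, preincubated 15 min at room temperature with compound. Reaction started with 40 uM arachidonic acid, 30 min at room temperature. Hydroperoxide measured by Fe-xylenol orange, 573/405 nm absorbance ratio.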
ERG-DNA inh – qHTS for Small Molecule Inhibitors of the ERG Ets/DNA interaction; AID 624246, 2012; hit rate 0.028% among 370,000; fluorescence polarization, His-ERG Ets domain / labelled DNA; Potency, µM (top dose mostly 76.9 µM), for inactives: top-dose FP activity, negative = inhibition, most hits filed as inhibitors; active = well fitted inhibition curve with a large enough effect in the polarisation, with a control signal flat; inconclusive = small, poorly fitted or top-dose-only effect, or effect the other way, or a change in a side signal; inactive = no such curve, though single readings can be large or run the other way; the % refers to the polarisation;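 note: polarization taken with two DNA probes labelled with fluorescein and Texas red; % of control where 0% means no effect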
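His-tagged ERG Ets domain (1 uM in the protein solution; 300mM KCl, 50mM Tris-HCl, 1mM EDTA, 1mM DTT, pH 7.5) received compound, then a probe mix of 5 nM fluorescein-DNA and 100nM Texas-615-DNA. Fluorescence polarization was read for both dyes.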
TrxR1 inh – qHTS Assay for Inhibitors of Mammalian Selenoprotein Thioredoxin Reductase 1 (TrxR1): qHTS; Thioredoxin reductase 1, cytoplasmic (Rattus norvegicus), O89049; recombinant rTrxR1, NADPH fluorescence consumption, selenite substrate; Potency, µM (series often up to 114 µM), inactives show at the top dose activity change, negative = inhibition, hits mostly inhibitors; hit rate 1% among 390,000; AID 588453, 2011; note: % is set by controls: 0 for no effect and ±100 for the full control effect; nearly all actives have a fitted effect of over 65% in size
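Rat TrxR1 (90 nM in the dispensed reagent) was pre-reduced with 400 uM NADPH for 5 min at room temperature, then incubated with compound for 15 min. After 400 uM selenite was added, NADPH fluorescence (Ex 340/Em 450 nm) was followed for 8 min.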
Tb PGK inh – qHTS Assay to Find Inhibitors of Phosphoglycerate Kinase; Potency, µM (top dose mostly 57.5 µM), for the others: at the top dose activity change, negative = inhibition, actives largely listed as inhibitors; hit rate 0.043% among 380,000; PGK/GAPDH coupled, Kinase-Glo luminescence, 60 min; AID 602233, 2012; note: % is set by controls: 0 for no effect and ±100 for the full control effect; nearly all actives have a fitted effect of over 60% in size
Target sequence (P07378 whole entry, looked up): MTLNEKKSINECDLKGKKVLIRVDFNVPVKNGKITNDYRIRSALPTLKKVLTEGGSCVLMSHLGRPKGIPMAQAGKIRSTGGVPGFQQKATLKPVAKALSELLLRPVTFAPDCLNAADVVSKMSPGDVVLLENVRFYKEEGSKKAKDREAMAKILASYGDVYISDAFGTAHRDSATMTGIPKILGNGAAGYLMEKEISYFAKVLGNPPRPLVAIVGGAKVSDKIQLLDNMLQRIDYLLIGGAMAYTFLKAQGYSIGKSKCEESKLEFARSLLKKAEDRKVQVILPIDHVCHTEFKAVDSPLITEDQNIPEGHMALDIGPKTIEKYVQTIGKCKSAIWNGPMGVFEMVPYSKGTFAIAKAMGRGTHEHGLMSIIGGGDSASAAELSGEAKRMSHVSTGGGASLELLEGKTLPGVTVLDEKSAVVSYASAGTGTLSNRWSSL
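Luminescent ATP detection (Kinase-Glo Plus) follows a 60-minute room-temperature incubation, with wells lacking PGK as controls. Buffer: 100 mM TEA (pH 7.6), 5 mM MgCl2, 0.01% Tween-20. Coupling enzyme GAPDH (100 nM final) supplies unstable 1,3-BPG in-well.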
JMJD2A Tudor inh – qHTS Assay for Inhibitors of JMJD2A-Tudor Domain | Lysine-specific demethylase 4A (Homo sapiens), O75164 | AlphaScreen JMJD2A-Tudor / H3K4me3 peptide binding | Potency, µM (series often up to 114 µM), for inactives: at the top dose activity change, negative = inhibition, usual class: inhibitors | hit rate 4.4% among 390,000 | AID 504339, 2011; note: % is set by controls: 0 for no effect and ±100 for the full control effect; nearly all actives have a fitted effect of over 50% in size
Pin1 inhibitor – qHTS Assay to Find Inhibitors of Pin1. Peptidyl-prolyl cis-trans isomerase NIMA-interacting 1 (Homo sapiens), Q13526. Pin1 FP peptide displacement, HiFluor488, 10 min. Potency, µM (top dose mostly 115 µM), without a hit: top-dose activity, negative = inhibition, actives largely listed as inhibitors. hit rate 0.009% among 390,000. AID 504891, 2011; active = well fitted inhibition curve with a large enough effect in the polarisation, with a control signal flat, not every such curve was filed as active; inconclusive = small, poorly fitted or top-dose-only effect, or effect the other way, or a change in a side signal; inactive = no such curve, though single readings can be large or run the other way; the % refers to the polarisation; note: % is set by controls: 0 for no effect and ±100 for the full control effect
Target sequence (Q13526 whole entry, looked up): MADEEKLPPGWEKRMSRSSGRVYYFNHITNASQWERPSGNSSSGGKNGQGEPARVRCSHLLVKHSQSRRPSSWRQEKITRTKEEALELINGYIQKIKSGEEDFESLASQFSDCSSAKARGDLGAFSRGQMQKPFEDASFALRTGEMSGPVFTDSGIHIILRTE
* marks the source's active call; other numbers are inactive results; i = inactive; u = inconclusive; x = no result given; & = joins results of further samples; [ ] = another dose, or the depositor's remark. Unless noted, calls come from the whole dose curve; as a rule, active = well fitted curve in the direction sought with a large enough effect; inconclusive = small, poorly fitted or top-dose-only effect, or another doubt; inactive = no such curve, though single readings can be large; an effect the other way counts as inactive or inconclusive. Potency is the fitted concentration of half-maximal effect.

ERG-DNA inh	Pin1 inhibitor	JMJD2A Tudor inh	RGS4 inh	Tb PGK inh	TrxR1 inh	HP1b binding inh	GLS inh	ALOX12 inh	compound
4%	-2%	-2%	9%	-6%	6%	-2%	2%	-9%	CCOCCCNC(=O)c1[nH]c(C)c(C(C)=O)c1C
-9%	7%	-3%	12%	1%	11%	36%	2%	4%	Cc1ccc(CSc2ccc(S(=O)(=O)N3CCCCC3)cn2)cc1
1%	-5%	13µM*	-49%[56.9 µM]	i	14%	2%	u	9%	CC(=O)Nc1cccc(C(=O)N/N=C/c2cccc(C)n2)c1
5%&-7%	-7%&-4%	-6%&-4%	7%&2%	-2%&-5%	7%[57.1 µM]	12%&21%	1%&0%	-4%&4%	COc1ccc(C(=O)C[n+]2cc(-c3ccc(OC)cc3)n3c2CCCC3)cc1
7%	-2%	-11%	-10%	-6%	u	-24%	-1%	6%	CCOc1ccc(N2C(=O)CC(N)C2=O)cc1 (centres undefined)
-3%	-5%	-30%[11.4 µM]	-16%[11.4 µM]	-1%	11%[57.1 µM]	1%	28%	41%[activator]	CC1CN(C(=O)c2nn(C)cc2[N+](=O)[O-])CC(C)O1 (centres undefined)
2%	-2%	-22%	-22%	-8%	-17%	-4%	5%	-8%	CSc1nc2ccc(NC(=O)C3CC(=O)N(Cc4ccco4)C3)cc2s1 (centres undefined)
x	5%	-15%	-13%	-2%	13%	19%	-6%	-8%	Cc1ccc(-n2[nH]c(C)c(C=Nc3ccc(C)cn3)c2=O)cc1
3%	6%	-26%	-38%	-6%	14%	7%	0%	-1%	NC(=O)COc1ccc(/C=N\NC(=O)c2ccc(-c3ccccc3)cc2)cc1
2%	-3%	-16%	-13%	7%	0%	8%	4%	-6%	COc1cccc(CN(C)C(=O)c2cc(S(=O)(=O)N3CCN(c4ccccc4)CC3)ccc2Cl)c1
3%	-8%	-21%	5%	0%	5%	16%	2%	-6%&-13%	Cc1cccc(NS(=O)(=O)c2ccc(C)c(C(=O)NCC(c3ccccc3)N(C)C)c2)c1 (centres undefined)
2%	-3%	-9%	13%	-9%	u	66%[activator]	4%	-6%	Cc1oc(=O)cc(OCc2ccccc2)c1C
3%	-4%	-26%	5%	-12%	13%[57.1 µM]	16%	-2%	9%	CCOc1ccc(/C(C)=N/NC(=O)C(OC)c2ccccc2)cc1 (centres undefined)
1%	7%	-1%	-6%	8%	15%	36%	4%	-3%	CCn1cnc2c(=O)oc3ccc(S(=O)(=O)Nc4ccc(OC)cc4)cc3c21
2%	1%	-12%	8%[56.9 µM]	5%	31%	53%[activator]	-2%	2%&-1%	COc1ccc(OC)c(NC(=O)c2nc(-c3ccccc3)oc2C)c1
-3%	-6%	-9%	9%	-5%	10%	22%	1%	u	CC1CCN(C(=O)Cn2c(SCC(=O)Nc3nccs3)nc3ccccc32)CC1
3%	u	52%[activator]	2%	5%	-9%[57.1 µM]	87%[activator]	-3%	u	CC(C)c1ccc(-c2noc(SCC(=O)N3CCCCC3)n2)cc1
7%	1%	-9%	22%	8%	13%	47%[activator]	-2%	-25%	CCCn1c(=O)n(-c2ccccc2Cl)c(=O)c2sc3ccccc3c21
9%	-11%	-9%	1%	-1%	9%[57.1 µM]	46%[activator]	-7%	-10%	CC(C)NC(=O)N(C)C[C@H]1Oc2c(NS(=O)(=O)c3cn(C)cn3)cccc2C(=O)N([C@H](C)CO)C[C@@H]1C
-1%	9%	-4%	21%	-13%	27%	9%	1%	-6%	CCc1nn(CC(=O)NCCc2ccc(Cl)cc2)c(=O)c2cc3ccccc3n12
8%	2%	-13%	-24%	-8%	-9%	-3%	0%	-22%	Cc1ccc(NC(=O)CN2C(=O)/C(=C3\SC(=S)N(C4CCS(=O)(=O)C4)C3=O)c3ccccc32)cc1 (centres undefined)
-4%	7%	-2%	3%	-10%	-4%	41%[activator]	-5%	-1%	COc1ccccc1NS(=O)(=O)c1ccc2oc(SCc3ccc(F)cc3)nc2c1
-10%	-8%	-13%	23%	-9%	-4%[57.1 µM]	-6%	-7%	-16%	Cn1c(CNC(=O)c2ccc3c(c2)OCO3)nnc1SCC(=O)Nc1ccc(F)cc1F
-11%	0%	-13%	4%	-7%	3%	18%	-2%	4%	C#CCN1C(=O)C(O)(CC(=O)c2ccc(OC)c(OC)c2)c2cc(Br)ccc21 (centres undefined)
10%	u	u	u	-12%	u	-7%	2%	u	N#Cc1c(N)oc(-c2ccco2)c1-c1ccco1
0%	u	45µM*	-10%	-2%	-1%	u	-1%	2%	COC(=O)c1cc2c(-c3ccccc3)c(C)c3ccccn3c-2c1C(=O)OC
-13%	2%	-3%	14%[11.4 µM]	-4%	39%[activator]	39%	-1%	-1%	CC1CCCCN1C(=O)CCC(=O)Nc1nnc(C2CCCCC2)s1 (centres undefined)
4%	3%	-11%	-14%	-2%	16%	41%[activator]	-16%	16%	CCCc1cc(=O)[nH]c(SCC(=O)N(C)CC(=O)Nc2ccc(C)cc2)n1
-12%	-11%	-2%[11.4 µM]	23%[11.4 µM]	-4%	24%	48%[activator]	5%	-11%	CCc1nnc(NS(=O)(=O)c2ccc(NC(=O)c3ccc(Cl)cc3)cc2)s1
u	u	-18%[11.4 µM]	-1%[11.4 µM]	i	-55%	31%	-13%	u	CCc1cc[n+](-c2nc([O-])sc2C=O)cc1
-1%	-1%	-16%	9%[11.4 µM]	-4%	5%	33%	0%	u	Cc1cc(C(=S)N2CCOCC2)c(C)n1-c1ccc(F)cc1
-12%	-3%	-9%	-1%	-4%	8%	-2%	-6%	-1%	Cc1ccc(C(=O)Nc2nc(=O)n(C)s2)cc1
-10%	3%	-4%	10%	-20%	34%	27%	-21%	i	O=c1[nH]c2ccsc2c(=O)n1CCO
-6%	-3%	-36%	1%	i	12%[57.1 µM]	-10%	-5%	0%	O=C(c1cc([N+](=O)[O-])ccc1Cl)N1CCc2ccccc21
11%	-1%	-20%	u	-10%	9%	36%[activator]	4%	-10%	Cc1ccccc1NC(=O)NC1(C(=O)N2CCCC2)CCCCC1
-3%	-8%	29%	23%	3%	14%[57.1 µM]	62%[activator]	0%	-2%	Cc1cc(C)c(OCC(=O)OC(C)C(=O)N2CCc3ccccc32)c(C)c1 (centres undefined)
3%	63%[activator]	-15%	-12%	-1%	17%	43%[activator]	1%	-4%	Cc1c(C(=O)N/N=C/c2ccc(N(C)C)cc2)[nH]c2ccc(Cl)cc12
-15%	-1%	5%	-10%	-17%	15%	55%[activator]	-24%	0%	CC(=O)N(C)c1ccc(NC(=O)Nc2ccc(Cl)cc2)cc1
5%	u	54%[activator]	21%	-7%	7%	194%[activator]	12%	-17%	Cc1cccc2c(=O)cc(C)n(Cc3ccccc3)c12
-7%	7%	10%	-32%	2%	19%[57.1 µM]	25%	2%	0%	CCC(C)N1C(=O)CN(C2CCCCCC2)C(=O)C1c1ccccc1F (centres undefined)
1%	9%	-13%	-15%	-16%	22%	31%	20%	0%	CN=C1S/C(=C\c2ccc(O)c(Br)c2)C(=O)N1C
2%	5%	-8%	1%	3%	-3%	29%	6%	u	O=C(Nc1cccc2ncccc12)C12CC3CC(CC(C3)C1)C2
-7%	-1%	-9%[11.4 µM]	-14%[11.4 µM]	-3%	11%[57.1 µM]	56%[activator]	-9%	152%[activator]	O=C(CN1C(=O)C2C3C=CC(C3)C2C1=O)N1CC(=O)N(CCc2ccccc2)C(=O)C1 (centres undefined)
7%	-4%	-22%	3%	0%	-23%	1%	12%	2%	Cc1ccc(NC(=S)NC2CCN(Cc3ccccc3)CC2)c(C)c1
5%	-1%	-17%	15%	5%	9%[57.1 µM]	21%	-4%	0%	Cc1cc(C)n(Cc2ccc(C(=O)NCCC3=CCCCC3)o2)n1
6%	-3%	-10%	2%	3%	8%	2%	-23%	x	CCCN(C(=O)CCNC(=O)Cn1cnc2ccccc2c1=O)c1cccc(Cl)c1
6%	-1%	4%	-3%	i	-15%	44%[activator]	0%	-18%	O=C(/C=C/c1ccc2c(c1)OCO2)N1CCN(c2ccc(Cl)cc2)CC1
10%	1%	-11%	-19%[56.9 µM]	-7%	25%[57.1 µM]	53%[activator]	15%	u	COc1ccccc1CNC(=O)C(NS(=O)(=O)c1cccc2nsnc12)C(C)C (centres undefined)
2%	-5%	10µM*	u	8%	-13%[57.1 µM]	-4%	u	7%	CN(C(=O)CCc1ccccc1F)C1CCCN(Cc2ccccc2F)C1 (centres undefined)

Only part of the results is shown (hit frequency here may not be typical).
